Screening data: PubChem, Broad Institute
ERAP1 inh = blocks human ERAP1 aminopeptidase activity; Q9NZ08; recombinant ERAP1, Leu-AMC fluorescence, 60 min; inhibition, % at 10.7 µM; 0.15% of 340,000 active; AID 652197;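 active means mean replicate inhibition of at least 30%, or all replicates individually reaching that 30% level; inactive means mean below 30% and not every replicate reaching it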;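 further: 0% = neutral control wells and 100% = L-leucinethiol positive control wells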
Target sequence (Q9NZ08 whole entry, looked up): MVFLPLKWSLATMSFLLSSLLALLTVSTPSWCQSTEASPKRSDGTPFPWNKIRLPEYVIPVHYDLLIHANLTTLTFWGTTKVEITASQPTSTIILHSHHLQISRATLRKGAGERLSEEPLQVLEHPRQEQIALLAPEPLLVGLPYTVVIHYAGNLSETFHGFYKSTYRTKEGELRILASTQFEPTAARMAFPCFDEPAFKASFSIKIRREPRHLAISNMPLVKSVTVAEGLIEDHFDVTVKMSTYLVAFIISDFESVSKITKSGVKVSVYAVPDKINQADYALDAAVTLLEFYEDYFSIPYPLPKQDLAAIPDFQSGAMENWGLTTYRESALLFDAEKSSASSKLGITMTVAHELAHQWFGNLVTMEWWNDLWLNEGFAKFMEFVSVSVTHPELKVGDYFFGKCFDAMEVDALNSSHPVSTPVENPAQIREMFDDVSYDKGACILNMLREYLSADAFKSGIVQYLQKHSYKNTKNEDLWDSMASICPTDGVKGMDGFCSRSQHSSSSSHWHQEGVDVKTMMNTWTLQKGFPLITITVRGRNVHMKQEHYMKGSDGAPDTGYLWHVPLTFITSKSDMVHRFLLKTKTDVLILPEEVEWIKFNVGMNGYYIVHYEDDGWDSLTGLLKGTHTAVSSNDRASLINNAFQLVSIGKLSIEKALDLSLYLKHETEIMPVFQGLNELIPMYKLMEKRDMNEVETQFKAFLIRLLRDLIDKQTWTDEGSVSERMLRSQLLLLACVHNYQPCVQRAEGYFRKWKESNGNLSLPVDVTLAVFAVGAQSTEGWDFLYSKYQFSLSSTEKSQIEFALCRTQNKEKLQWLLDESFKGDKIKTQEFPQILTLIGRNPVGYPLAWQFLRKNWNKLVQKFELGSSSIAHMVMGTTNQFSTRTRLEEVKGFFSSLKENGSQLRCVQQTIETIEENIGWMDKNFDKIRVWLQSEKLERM
CFTR F508del cor = CFTR F508del correction in bronchial cells. CFBE cells, YFP halide quenching; stimulated with forskolin plus potentiator P3; % fluorescence drop versus neutral controls. activity (quench increase), % at 7.58 µM. 0.36% of 350,000 active;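 active means mean added fluorescence quench of at least 8% versus neutral control, with both replicates also reaching 8%; inconclusive means only one of the mean or replicate conditions met; inactive means mean below 8% and not both replicates reaching 8%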;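 further: cells transiently co-express mutant CFTR-F508del with the halide-sensitive YFP; corrector assay measuring rescue of mutant channel to the surface after 24 h compound exposure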
ERp5 inh = ERp5 (human) disulfide isomerase inhibition; ERp5 insulin aggregation, absorbance 650 nm, 90 min; Q15084; 0.05% of 350,000 active; AID 651711; inhibition, % at 9.99 µM;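 active means mean replicate inhibition above about 25%, with every replicate also reaching it, limit read from the data, passing the limit was not always enough; inconclusive means only one of those two criteria met; inactive means neither criterion met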
SIRT5 inh = sirtuin-5 (human) deacylase inhibition | Q9NXA8 | Purified SirT5, succinyl-peptide AMC, trypsin-coupled fluorescence | inhibition, % at 15 µM | 1.1% of 330,000 active | AID 652115; in the data active means inhibition above about 15%; inconclusive means no clear call, values can overlap the other calls
miR-122 sensor = miR-122 inhibition in Huh7 cells. Huh7 miR-122 Renilla luciferase sensor, 48 h; neutral wells = 0, positive control = 100. activation (reporter increase), % at 12.5 µM. 0.3% of 340,000 active. AID 602342;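 active means mean replicate activation score at least 90 and every replicate individually at or above 90; inconclusive means only one of the two criteria met; inactive means neither criterion met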;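 further: higher luciferase means less miR-122 activity so hits act as miR-122 inhibitors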
DENV2 CPE = DENV2-induced cell death inhibition | AID 651640 | 1.7% of 350,000 active | DENV2-infected cells, cytopathic effect rescue, plate reader | CPE inhibition, % at 9.99 µM; in the data active means CPE inhibition above about 20%, passing the limit was not always enough; inconclusive means no clear call, values can overlap the other calls; tested in BHK-21 cells;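 further: 0% = median of neutral control wells and 100% = median of positive control wells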
Casp6 inh = inhibitors of human caspase-6. P55212. purified caspase-6, Z-VEID-R110 cleavage fluorescence. inhibition, % at 12.5 µM. 0.53% of 350,000 active. AID 686996;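 active means mean inhibition across replicates at least about 35%, with every replicate also reaching that limit, limit read from the data; inconclusive means only one of the two criteria met; inactive means neither criterion met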;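 further: 0% = median of neutral control wells and 100% = no fluorescence left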
Starred values were filed as active, the others as inactive; ? = inconclusive; . = no result given; [ ] = dose if it differs, or a comment.

Start of the data: the first 4 compounds, to show the layout:
SMILES | ERAP1 inh | CFTR F508del cor | ERp5 inh | SIRT5 inh | miR-122 sensor | DENV2 CPE | Casp6 inh
CC(=O)Nc1c(C(N)=O)oc2ccc(Cl)cc12 | . | -1.2 | -7.1 | 1.5 | . | 2.3 | -4.7
CC1CC2=C(C(=O)O1)C(c1ccccc1)Nc1ccccc1N2 (stereo not given) | 1.8 | -1.9 | 3.2 | 0.6 | . | 7.1 | 0.3
C[C@@H]1CN([C@H](C)CO)S(=O)(=O)c2ccc(C#Cc3ccccc3)cc2O[C@H]1CN(C)C(=O)C1CC1 | 4.6 | -0.2 | 0.5 | 15.6* | -3.1[16.7 µM] | 1.7 | -0.2
Fc1ccc(CNC(=S)NCc2ccccc2)cc1 | -0.3 | -0.5 | 0.3 | 0.0 | 33.3 | 4.4 | -0.1

The list itself, previewed entries included:
SMILES | ERAP1 inh | CFTR F508del cor | ERp5 inh | SIRT5 inh | miR-122 sensor | DENV2 CPE | Casp6 inh
CC(=O)Nc1c(C(N)=O)oc2ccc(Cl)cc12 | . | -1.2 | -7.1 | 1.5 | . | 2.3 | -4.7
CC1CC2=C(C(=O)O1)C(c1ccccc1)Nc1ccccc1N2 (stereo not given) | 1.8 | -1.9 | 3.2 | 0.6 | . | 7.1 | 0.3
C[C@@H]1CN([C@H](C)CO)S(=O)(=O)c2ccc(C#Cc3ccccc3)cc2O[C@H]1CN(C)C(=O)C1CC1 | 4.6 | -0.2 | 0.5 | 15.6* | -3.1[16.7 µM] | 1.7 | -0.2
Fc1ccc(CNC(=S)NCc2ccccc2)cc1 | -0.3 | -0.5 | 0.3 | 0.0 | 33.3 | 4.4 | -0.1
COc1cc(CC(NC(C)=O)C(=O)NC2CCN(c3nc(OC)nc(OC)n3)CC2)cc(OC)c1 (stereo not given) | -0.4 | -0.5 | -5.0 | -5.5 | 1.5 | -0.7 | -4.6
CCC(CC)C(C(=O)NC1CCCC1)N1CCN(c2cc(C)nc3ccccc23)CC1 (stereo not given) | -0.6 | -1.2 | -4.2 | -1.5 | . | -1.5 | 0.9
O=C(COC(=O)c1ccc(F)cc1F)NCCC1=CCCCC1 | 0.2 | -0.9 | 9.3 | -1.9 | 0.0 | -4.4 | -1.6
Cc1ccc(S(=O)(=O)N2C[C@H]3C(=O)C[C@@H](c4ccccc4)N(S(=O)(=O)c4cccc(C)c4)[C@H]3C[C@H]2c2ccccc2)cc1 | -0.3 | 1.2 | 5.1 | -0.2 | 1.9 | -1.0 | -0.6
COc1ccc(C(C)(O)c2nc(-c3csc4ccccc34)cs2)cc1 (stereo not given) | 3.0 | 3.9 | -11.4 | -2.8 | 19.4 | 8.2 | 1.1
O=C(C1CCCC1)N1C[C@H]2[C@@H](c3ccccc31)[C@H](CO)N2C(=O)c1cccnc1 | 0.1 | 5.5 | 3.1 | 5.2 | -12.2[16.7 µM] | ? | -1.6
C=C1C[C@H]2[C@@H]3CCc4cc(OC)ccc4[C@H]3CC[C@]12C | 1.2 | -0.8 | -9.9 | -5.6 | 5.9 | -1.4 | 0.1
C[C@@H]1CN([C@@H](C)CO)C(=O)c2cc(C#C[C@@H](C)O)cnc2O[C@@H]1CN(C)Cc1ccc(-c2ccccc2)cc1 | -2.0 | 0.0 | -0.9 | -17.5 | -0.4[16.7 µM] | 4.6 | 1.7
C[C@@H](O)C#Cc1cnc2c(c1)C(=O)N([C@@H](C)CO)C[C@H](C)[C@@H](CN(C)C(=O)Cc1ccccn1)O2 | 0.6 | 3.1 | -0.9 | -1.1 | -3.1[16.7 µM] | 11.1 | 0.5
COc1ccc2[nH]c(C)c(CCN3C(=O)OC(C)(C)C3(C)O)c2c1 (stereo not given) | 6.0 | 5.5 | 0.8 | 12.0 | . | 1.1 | -1.6
CN(C)S(=O)(=O)N(CC(=O)N1CCN(c2ccccc2)CC1)c1ccccc1 | -1.2 | -0.7 | -6.2 | -1.5 | 6.6 | 0.0 | 3.0
O=C(NCc1ccncc1)c1cc(C(=O)C2CC2)c[nH]1 | 2.4 | -1.6 | 0.0 | -5.2 | . | -4.4 | 1.6
COC(=O)[C@@]1(C)[C@H]2C(=O)N(C)C(=O)[C@H]2[C@H]2CN=C(SCc3ccccc3)N21 | -1.1 | -0.5 | -4.6 | -1.7 | -12.9 | -3.0 | -1.4
O=C(NCC(c1ccco1)N1CCCC1)c1ccc(-n2cccn2)cc1 (stereo not given) | -0.8 | -0.3 | -4.0 | 0.7 | -5.2 | 1.4 | -1.0
CCN(CC)C(=O)C1CCCN(C(=O)c2cc(COc3cccc(OC)c3)on2)C1 (stereo not given) | 3.5 | -4.8 | -6.3 | -0.4 | . | 6.3 | 0.6
O=C(NCCC(=O)N1CCN(c2ccc(F)cc2)CC1)c1ccco1 | 1.2 | -8.6 | -1.4 | -2.3 | . | -0.2 | 1.6
Cc1cccc(NNC(N)=S)c1C | 1.6 | 2.4 | 0.7 | -5.8 | 1.3 | -7.8 | -5.4
C[C@H](CO)N1C[C@H](C)[C@H](CN(C)S(=O)(=O)c2cn(C)cn2)Oc2ncc(C#Cc3ccc(C(F)(F)F)cc3)cc2C1=O | 2.0 | 1.2 | 1.7 | -2.9 | -9.0[16.7 µM] | -8.6 | -0.6
CCOc1ccc2c(c1)ncn2Cc1ccccc1 | -2.7 | -4.1 | -0.2 | 0.6 | 3.2 | -3.6 | -1.4
O=C(Nc1nc(-c2ccccc2)cs1)c1ccc2c(=O)n3c(nc2c1)CCCCC3 | -0.8 | -0.6 | 1.8 | -4.0 | . | -5.3 | -0.9
O=C(NC1CCCC1)N1CCCCN2[C@H](C1)[C@H](c1ccc(/C=C/c3ccccc3)cc1)[C@@H]2CO | 0.9 | -0.6 | -3.6 | 27.8* | -8.7[16.7 µM] | -24.5 | 3.1
COc1ccccc1C(=O)Nc1ccnn1C1CCN(C/C=C/c2ccc(F)cc2)CC1 | 2.7 | -1.1 | -1.9 | -3.1 | -9.9 | 1.1 | 4.3
C[C@H]1CN([C@@H](C)CO)C(=O)c2cc(C#Cc3cccnc3)cnc2O[C@H]1CN(C)Cc1ccncc1 | . | 2.7 | . | . | -1.8[16.7 µM] | -0.1 | .
CC(C)C(NC(=O)c1c(F)cccc1F)C(=O)N1CCN(S(=O)(=O)c2ccc(F)cc2)CC1 (stereo not given) | -0.9 | 0.8 | 0.0 | -2.2 | 4.4 | -0.5 | 4.0
COc1ccc(OCC(=O)Nc2ccc3c(c2)C(=O)NC3=O)cc1 | 1.9 | -2.3 | 7.1 | 0.7 | 6.3 | 0.1 | 0.3
Cc1cc(C(=O)NC2CCCc3c2cnn3-c2cc(F)cc(F)c2)nn1C (stereo not given) | 1.6 | 1.0 | -16.6 | -2.4 | -1.0 | -4.2 | 2.8
N#C[C@@H]1[C@@H](c2ccc(C#CC3CCCC3)cc2)[C@@H](CO)N1C(=O)Cc1ccccn1 | -4.4 | -2.8 | 2.5 | 1.4 | . | -1.9 | 3.0
CNC(=S)NNC(=O)c1sc(-c2cc(C)on2)nc1C | -0.4 | 0.3 | 1.8 | -5.8 | 5.9 | -0.4 | -2.3
O=C(CN1C(=O)c2ccccc2C1=O)NCC(=O)OCC(=O)c1ccc(Cl)cc1 | -6.7 | . | 1.2 | 1.8 | . | 1.9 | 0.2
Cc1cc(C)c(C(=O)/C=C/c2cccs2)c(=O)[nH]1 | . | -2.2 | -5.1 | . | . | 6.5 | 1.5
CC(C)NC(=O)c1ccc2sc([C@@H]3O[C@H](CO)[C@H](O)[C@H](O)[C@H]3O)nc2c1 | -4.6 | -0.4 | 2.0 | . | -4.6 | ? | -0.3
CSc1ccc(NC(=O)Nc2ccccc2C(N)=O)cc1 | 1.4 | 1.5 | 4.8 | -4.9 | . | 4.1 | 0.7
Cn1c(=NC(=O)c2ccco2)sc2cccc(F)c21 | 5.3 | -0.1 | 16.0 | -7.5 | 32.3 | 9.7 | 0.4
NC(=O)[C@@H]1CCCN1Cc1nc(-c2ccccc2)no1 | -2.1 | -2.3 | 2.5 | -0.4 | -4.0 | -2.2 | 0.1
O=C(Nc1ccc2c(c1)[C@H]1C[C@@H](CC(=O)N3CCCCC3)O[C@@H](CO)[C@H]1O2)C1CCC1 | 1.7 | 2.3 | 3.1 | . | 3.2[16.7 µM] | 25.9* | -0.2
CN1CCC(OC(=O)c2ccccc2Cl)CC1 | 6.0 | . | -1.5 | -2.4 | 0.3 | 1.3 | -2.6
Cc1ccc(C(=O)N2CCN(Cc3ccc4c(c3)OCO4)CC2)c(Cl)c1 | 4.9 | -2.3 | 1.8 | -3.4 | -3.9 | ? | -1.3
CCCCN(CCCC)CC(O)COc1ccccc1C(=O)Nc1ccccc1 (stereo not given) | -2.3 | -0.9 | 2.1 | 6.4 | . | 8.6 | 2.3
CCCOc1ccc(C(=O)NCC(c2ccco2)N(C)C)cc1OC (stereo not given) | -1.8 | . | -1.6 | -1.5 | . | ? | -4.3
Cc1ccc(NC(=O)CN(Cc2ccccc2)S(C)(=O)=O)cc1C | -0.4 | -4.0 | 1.3 | 7.1 | -0.8 | 1.6 | 2.4
CCOC(=O)C1=C(C)NC(=O)CC1c1cc(OC)c(OC)cc1Br (stereo not given) | 4.0 | -0.9 | 1.0 | -2.3 | 5.1 | 7.6 | -3.2
O=C(NC1CC1)c1ccc(CN(c2ccccc2)S(=O)(=O)c2ccccc2)cc1 | 0.4 | -0.8 | -0.1 | -6.2 | . | -2.9 | -4.3
CCC(=O)OCC(=O)Nc1ccc2c(c1)OCO2 | -1.6 | 0.3 | 5.9 | 8.3 | -2.7 | 3.8 | -0.3
Cc1ccnc(NC(=O)c2cccc([N+](=O)[O-])c2C)c1 | 0.8 | -0.3 | -4.4 | -0.8 | . | 3.0 | 3.1
C/C(Cn1nnc([N+](=O)[O-])n1)=N\NC(=O)c1ccc(Cl)c(Cl)c1 | 1.1 | 2.3 | -3.8 | -4.1 | -6.0 | 0.2 | 0.7
COc1ccccc1NC(=O)Nc1nc(C(N)CCc2ccccc2)cs1 (stereo not given) | -1.1 | 2.9 | -0.1 | . | . | ? | -0.7
C[C@@H]1CN([C@@H](C)CO)C(=O)c2cc(NC(=O)Nc3ccc(C(F)(F)F)cc3)ccc2O[C@@H]1CN(C)C | 6.2 | -0.6 | 6.5 | -2.0 | 6.2[16.7 µM] | 22.5* | -9.5
Cc1c(NC(=O)c2cc(-c3ccccc3O)on2)c(=O)n(-c2ccccc2)n1C | . | -0.7 | -1.3 | -3.0 | -7.8 | -1.3 | -0.4
CCCc1nnc(SCC(=O)NC2CCCCC2)n1CCOC | -4.9 | 1.6 | 5.8 | -1.4 | 6.0 | 3.1 | -4.7
COc1ccc(-c2cn(CC[C@@H]3CC[C@H](NC(=O)c4cnccn4)[C@H](CO)O3)nn2)cc1 | 2.7 | -1.2 | 7.5 | -2.9 | . | -1.8 | 4.3
CCOc1ccc(N(CC(=O)Nc2cccc(C)c2)S(C)(=O)=O)cc1 | -1.8 | -2.7 | 1.0 | 0.6 | 3.1 | 42.7* | 0.8
C[C@@H]1CN([C@H](C)CO)C(=O)c2cc(NS(=O)(=O)c3cn(C)cn3)ccc2O[C@@H](C)CCCCO[C@H]1CN(C)Cc1ccc2c(c1)OCO2 | . | -4.6 | . | . | 13.3[16.7 µM] | -5.8 | .
Cc1noc(C)c1NC(=O)N[C@@H]1C=C[C@H](CC(=O)NCCCN(C)C)O[C@H]1CO | 2.3 | -1.4 | 5.9 | 0.4 | . | -2.3 | -10.1
COc1ccc(C(=O)/C=C2/c3ccccc3CC(C)(C)N2C)cc1OC | 5.3 | . | 2.5 | 1.9 | -9.1 | 4.4 | -0.9
COC(=O)CSC(C)C(=O)Nc1nnc(C(C)C)s1 (stereo not given) | 0.5 | . | -0.1 | -0.2 | 2.0 | 2.0 | -1.9
Cc1cc(C)nc(/N=C(\N)Nc2ccc(SC(F)F)cc2)n1 | . | 3.8 | 1.4 | -0.2 | -2.6 | 0.4 | -1.8
CCCNC(=S)N1CCC(n2cnc3ccccc32)CC1 | 3.6 | 0.1 | -3.1 | -1.9 | . | 3.6 | 0.8
